GPR55 antagonists: GPR55 antagonists blocking LPI-driven arrestin recruitment, primary screen, imaging, U2OS, beta-arrestin-GFP, LPI agonist (AID 2013); U2OS GPR55 beta-arrestin-GFP translocation imaging, LPI antagonism; higher % means a stronger effect; inhibition, % at 10 µM; hits with a dose series show IC50 in µM; hit rate 0.13% among 290,000;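 active = spots per cell inhibited over 60%, with over 100 cells counted and total cytoplasm intensity under 500,000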;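 note: U2OS cells stably carrying GPR55 and arrestin-GFP stimulated by 5 µM LPI near EC80; imaged beta-arrestin-GFP aggregate spots per cell after agonist stimulation; plate controls were LPI-stimulated DMSO wells for no effect and DMSO wells without LPI for full effect; some results filed as inactive read as strong as hits; confirmed hits need IC50 under 10 µM and bright autofluorescent wells are also inconclusive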
HIV peptide binding: inhibitors of HIV fusion peptide binding, primary screen, biochemical, uHTS, fluorescence dequenching (AID 1986) | cell-free peptide binding, fluorescence dequenching, 30 min; higher % means a stronger effect | one-dose inhibition, % at 20 µM; IC50 in µM for titrated hits | hit rate 0.3% among 290,000; in the data active = inhibition mostly above about 52%, no sharp cut-off; inactive = mostly below about 76%; note: some results filed as inactive read as strong as hits
HEK293 NOD2/NF-kB: NOD2 signaling inhibitors, cell-based, luminescence, uHTS, HEK293 (AID 1566) | HEK293 NOD2/NF-kB luciferase reporter, luminescence; higher % means a stronger effect | inhibition, % at 4 µM, or EC50 in µM where a hit was titrated | hit rate 0.63% among 290,000; note: many of its hits are not listed in these tables
KOR beta-arrestin-1: kappa opioid receptor activators – cell-based, luminescence, uHTS, primary screen (AID 1777). KOR beta-arrestin recruitment, luminescence; higher % means a stronger effect. one-dose activation, % at 10 µM; EC50 in µM for titrated hits. hit rate 0.02% among 280,000; in the data active = activation above about 50%, passing the limit was not always enough; note: a part of the inactive calls stands beside numbers as strong as those of hits
Myeloid diff MLP: myeloid differentiation induction; ER-HoxA9 myeloid progenitors, lysozyme-GFP differentiation, flow cytometry; calls only at 10 µM; hit rate 1% among 360,000; AID 624256;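 active = normalized GFP-positive differentiation at or above the plate's own cutoff, the solvent-only control mean plus 3 SD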;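 note: cells exposed to compound for four days before flow analysis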
KOR beta-arrestin-2: KOR antagonists, beta-arrestin recruitment, cell-based, luminescence, uHTS (AID 1778); hit rate 0.091% among 290,000; KOR beta-arrestin recruitment, luminescence, antagonist mode; higher % means a stronger effect; inhibition, % at 10 µM; hits with a dose series show IC50 in µM; note: strong numbers were not always called active
GPR55 beta-arrestin: GPR55 agonists via beta-arrestin recruitment, primary screen, imaging, U2OS cells, beta-arrestin-GFP redistribution (AID 1961); U2OS GPR55 beta-arrestin-GFP redistribution imaging; higher % means a stronger effect; activation, % at 10 µM, or EC50 in µM where a hit was titrated; hit rate 0.048% among 290,000;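 active = activation above 40% with more than 50 cells counted in the well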;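 note: U2OS osteosarcoma cells stably expressing GPR55 and beta-arrestin-GFP; plate controls were DMSO negative control for no effect and LPI positive control for full effect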
NOD1 inhibition: inhibition of NOD1-driven NF-kB reporter – cell-based, luminescence, uHTS, primary screen (AID 1578). NOD1-driven NF-kB luciferase reporter cells, luminescence; higher % means a stronger effect. one-dose inhibition, % at 4 µM; EC50 in µM for titrated hits. hit rate 1% among 290,000; in the data active = inhibition mostly above about 36%, no sharp cut-off; inactive = mostly below about 34%;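 note: HEK-293T reporter cells stimulated with the NOD1 agonist gamma-tri-DAP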
GPR35 antagonists: GPR35 antagonists blocking zaprinast-driven arrestin recruitment, primary screen, imaging, U2OS, beta-arrestin-GFP, zaprinast agonist (AID 2058). U2OS GPR35 beta-arrestin-GFP translocation imaging, zaprinast antagonism; higher % means a stronger effect. inhibition, % at 10 µM; hits with a dose series show IC50 in µM. hit rate 0.052% among 290,000;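 active = inhibition of at least 50% with at least 30 cells and total cytoplasm GFP at most 10,000,000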
Myeloid diff MLP GFP+ MAC1+ %: second read-out of Myeloid diff MLP, no call of its own (marks repeat the call); GFP+ MAC1+ double positive, %; measured here: differentiation confirmed by MAC1 staining
Numbers without * were called inactive; i = inactive; · = no result given; [ ] = another dose, or the depositor's remark. Cut-off read from the data, not from the text of the source, unless noted: active = inhibition above about 50%; inactive = the rest.

item	Molecule	HEK293 NOD2/NF-kB	KOR beta-arrestin-2	KOR beta-arrestin-1	Myeloid diff MLP GFP+ MAC1+ %	GPR55 beta-arrestin
1	O=C(N/N=C(\c1ccccc1)c1cccnc1)c1ccc(O)cc1	5%	28%	-3.9%	1.6	-0.1%
2	COc1ccccc1CNS(=O)(=O)c1ccc(-n2cnnn2)c(OC)c1	4%	-11%	1.6%	0.8	0.0%
3	COc1ccccc1N1CC(C(=O)OCC(=O)Nc2c(C)cccc2C)CC1=O (centres undefined)	12%	-40%	2.1%	0.3	-0.1%
4	CCOC(=O)C1(CC2CCCCO2)CCN(C(=O)Nc2ccccc2CC)CC1 (centres undefined)	-7%	3%	0.1%	0.4	-0.2%
5	Cc1c(C(=O)Nc2ccc3oc(-c4cccnc4)nc3c2)oc2ccccc12	-25%	-39%	6.3%	2.3	-0.1%
6	COc1ccccc1/C=N/NC(=O)c1ccc(NC(=O)c2ccccc2Br)cc1	-6%	-32%	-1.1%	0.4	0.4%
7	COc1cccc(NS(=O)(=O)c2ccc3[nH]cc(C(=O)NCCCOC(C)C)c(=O)c3c2)c1	20%	3%	0.3%	0.6	-0.3%
8	COC(=O)c1ccccc1S(=O)(=O)NNC(=O)c1ccccc1-n1cccc1	2%	-46%	12%	1.3	-0.1%

item	GPR55 antagonists	Myeloid diff MLP	GPR35 antagonists	NOD1 inhibition	HIV peptide binding
1	2%	i	12%	-35%	-1.0%
2	0%	i	-3%	-22%	0.3%
3	-9%	i	1%	-14%	0.1%
4	5%	i	1%	-18%	-0.6%
5	-16%	i	-9%	24%	-1.0%
6	-2%	i	1%	-27%	0.6%
7	-10%	i	-2%	11%	1.8%
8	-11%	i	-10%	-7%	5.2%

Next compounds:
item	Molecule	HEK293 NOD2/NF-kB	KOR beta-arrestin-2	KOR beta-arrestin-1	Myeloid diff MLP GFP+ MAC1+ %	GPR55 beta-arrestin
9	Cc1ccccc1C(=O)NC(=S)NCCC1=CCCCC1	-20%	20%	-3.6%	0.4	0.6%
10	O=C(Nc1cnn(Cc2ccc(F)cc2)c1)c1cc2nc(-c3ccco3)cc(C(F)(F)F)n2n1	-12%	-23%	14%	0.6	-0.2%
11	N#Cc1c(Cl)nsc1NCCN1CCOCC1	8%	3%	-3.4%	0.4	0.3%
12	Cc1cccc(NS(=O)(=O)c2ccc3c(c2)CCN3C(=O)CCC(=O)O)c1	-2%	5%	-6.4%	0.7	-0.1%
13	COc1ccccc1N/C(N)=N/c1nc(C(F)(F)F)cc(=O)[nH]1	4%	-17%	-6.6%	0.1	0.2%
14	O=C(Nc1nnc(S(=O)(=O)N2CCOCC2)s1)c1ccccc1Br	12%	-22%[20 µM]	-0.4%	2.7	-0.1%
15	COc1ccc(NC(=O)CSc2nnc(Cn3c(=O)sc4ccccc43)n2C)cc1	15%	-4%	6.6%	1.7	0.7%
16	O=C1Nc2cc(C(=O)NCCN3CCCCCC3)ccc2S/C1=C\c1ccccc1	-7%	-16%	0.6%	6.2	0.3%

item	GPR55 antagonists	Myeloid diff MLP	GPR35 antagonists	NOD1 inhibition	HIV peptide binding
9	1%	i	-2%	-37%	2.8%
10	18%	i	-5%	-69%	8.3%
11	0%	i	-15%	-3%	1.8%
12	5%	i	7%	-6%	-1.6%
13	9%	i	2%	-18%	1.2%
14	-6%	i	10%	-28%	4.9%
15	9%	i	0%	-30%	-1.8%
16	3%	i	12%	-22%	-3.0%

Continued.
item	Molecule	HEK293 NOD2/NF-kB	KOR beta-arrestin-2	KOR beta-arrestin-1	Myeloid diff MLP GFP+ MAC1+ %	GPR55 beta-arrestin
17	COc1cc(OC)c(NC(=O)CC(C)=O)cc1Cl	-2%	-11%	3.5%	0.3	0.1%
18	CCCCOc1ccc(-c2ncc(N)cn2)cc1	-70%	16%	-1.0%	0.6	-0.1%
19	Cc1ccc(-c2nnn(CC(=O)N(c3ccccc3)C(C(=O)NCC3CCCO3)c3cccs3)n2)o1 (centres undefined)	14%	7%	-7.3%	0.6	0.1%
20	Cc1nc2ccccc2cc1C(=O)NCc1ccc(F)cc1	12%	17%	-0.1%	0.5	-0.3%
21	C=CCn1c(-c2ccc(=O)n(Cc3ccccc3)c2)n[nH]c1=S	-4%	35%	-2.1%	·	-0.1%
22	COc1ccc(CCNC(=O)c2oc3ccc(OC)cc3c2C)cc1	19%	-31%	8.1%	1.5	-0.1%
23	Cc1cc(C(F)F)n2ncc(C(=O)NCc3ccccc3)c2n1	-15%	-9%	0.1%	0.6	-0.2%
24	CC(=O)Nc1ccc(NC(=O)/C(=C/c2ccco2)NC(=O)c2ccccc2)cc1	18%	-53%[20 µM]	·	0.1	-0.1%

item	GPR55 antagonists	Myeloid diff MLP	GPR35 antagonists	NOD1 inhibition	HIV peptide binding
17	-4%	i	-4%	49%	3.0%
18	0%	i	-1%	-9%	-2.0%
19	6%	i	-11%	-10%	12%
20	-6%	i	-12%	-7%	3.0%
21	40%	·	-17%	-46%	-1.0%
22	1%	i	15%	-13%	2.0%
23	-10%	i	-7%	-24%	-0.2%
24	8%	i	2%	-40%	3.8%

Continued:
item	Molecule	HEK293 NOD2/NF-kB	KOR beta-arrestin-2	KOR beta-arrestin-1	Myeloid diff MLP GFP+ MAC1+ %	GPR55 beta-arrestin
25	C=CCN(Cc1nc(-c2ccc(OC)cc2)no1)C(=O)c1ccc2c(c1)OCO2	15%	-31%	-4.9%	0.6	-0.2%
26	Cc1ccc(S(=O)(=O)NC(CC(C)C)C(=O)Oc2ccc3c4c(c(=O)oc3c2)CCC4)cc1 (centres undefined)	16%	-7%	0.0%	1.1	0.2%
27	Cc1nc2cc(C(=O)NCCN3CCOCC3)ccc2n1-c1ccc(F)cc1F	-1%	-32%	0.5%	0.7	-0.1%
28	CC1=C(C(=O)OC(C)C)C(c2ccc(Cl)cc2)n2c(s/c(=C\c3ccc(OCC(=O)O)cc3)c2=O)=N1 (centres undefined)	25%	36%[20 µM]	-1.6%	0.4	0.3%
29	O=C(c1ccc(F)cc1)C1CCN(CCn2c(=S)[nH]c3ccccc3c2=O)CC1	-3%	-13%	-0.5%	·	-0.5%
30	C=CCNC(NC(=O)c1ccccc1)(C(=O)OCC)C(F)(F)F (centres undefined)	0%	13%	14%	0.4	-0.2%
31	CCOC(=O)c1[nH]c2ccccc2c1NC(=O)CC(C)C	1%	29%	-6.3%	3.3	-0.1%
32	Cn1c(Cn2nnc3ccccc32)nnc1SCC(=O)N1c2ccccc2CCc2ccccc21	4%	21%	7.4%	0.9	-0.2%

item	GPR55 antagonists	Myeloid diff MLP	GPR35 antagonists	NOD1 inhibition	HIV peptide binding
25	18%	i	-2%	-40%	0.0%
26	-2%	i	5%	31%	1.2%
27	4%	i	26%	-29%	3.6%
28	-4%	i	-9%	-13%	13µM*
29	10%	·	-10%	-3%	0.0%
30	-4%	i	-9%	-24%	2.9%
31	3%	i	11%	3%	-2.0%
32	-3%	i	8%	9%	1.4%

(next part)
item	Molecule	HEK293 NOD2/NF-kB	KOR beta-arrestin-2	KOR beta-arrestin-1	Myeloid diff MLP GFP+ MAC1+ %	GPR55 beta-arrestin
33	CCOC(=O)C(C)On1c(-c2ccccc2)nc2ccc([N+](=O)[O-])cc21 (centres undefined)	-95%	-10%	2.2%	0.8	0.0%
34	O=C([C@H](O)c1ccccc1)N1CCC[C@H]1CO	-5%	-33%	0.8%	0.5	-0.2%
35	CCOC(=O)C1CCN(C(=O)Nc2ccc(Cl)cc2)CC1	-8%	-19%	8.7%	0.1	0.6%
36	COc1ccc(NC(=O)N2CCCC2C(=O)Nc2cccc(C)c2C)cc1 (centres undefined)	9%	-32%	1.7%	2.4	0.0%
37	COc1ccc(N=Nc2n(C)c3ccccc3[n+]2C)cc1	-9%	0%	5.0%	·	0.4%
38	O=C(c1cccc(F)c1)N1CCN(C(=O)c2cc3ncc(Br)cn3n2)CC1	18%	-12%	-8.6%	8.5	-0.1%
39	CC1=C(C(=O)Nc2ccccc2)C(c2ccccn2)n2nc(CCCO)nc2N1 (centres undefined)	-9%	-19%	0.8%	3.0	1.1%
40	COc1ccc(C(=O)N/C(=C\c2cn(C)c3ccccc23)C(=O)N2CCOCC2)cc1	20%	7%	-2.7%	1.9	-0.1%

item	GPR55 antagonists	Myeloid diff MLP	GPR35 antagonists	NOD1 inhibition	HIV peptide binding
33	-7%	i	8%	-30%	2.5%
34	-7%	i	6%	-33%	2.4%
35	4%	i	4%	-21%	-0.4%
36	3%	i	5%	-21%	0.5%
37	8%	·	-17%	-6%	79%*
38	6%	i	-6%	-2%	-1.8%
39	10%	i	0%	-3%	0.8%
40	-3%	i	2%	-17%	0.0%

(further entries)
item	Molecule	HEK293 NOD2/NF-kB	KOR beta-arrestin-2	KOR beta-arrestin-1	Myeloid diff MLP GFP+ MAC1+ %	GPR55 beta-arrestin
41	Cc1ccc2c(c1)C1CN(C)CCC1N2C(=O)c1cccc(S(=O)(=O)N2CC(C)CC(C)C2)c1 (centres undefined)	0%	·	·	0.4	0.3%
42	COCC(C)n1c(C)cc(C(=O)CSc2nnc(N)s2)c1C (centres undefined)	-12%	-16%	-8.8%	0.9	-0.1%
43	CCCCOC(=O)/C=C/c1ccc(OC(=O)OC)c(OC(=O)OC)c1	5%	10%	3.2%	1.3	0.1%
44	CCOC(=O)c1[nH]c(C)c(C(=O)Nc2ccc(Cl)cc2)c1C	15%	-22%	-0.5%	1.2	-0.1%
45	CCOc1ccc(S(=O)(=O)N(CC)CC(=O)NCc2cccnc2)cc1	-16%	-21%	3.6%	0.5	0.6%
46	CCOCc1c(C(=O)Nc2ccc(OC)nc2)oc2ccccc12	2%	-14%	-0.2%	0.5	0.1%
47	Cc1ccc(-c2csc(=S)n2CC(=O)OCC(=O)NCc2ccco2)cc1	22%	31%	-3.9%	2.1	-0.1%

item	GPR55 antagonists	Myeloid diff MLP	GPR35 antagonists	NOD1 inhibition	HIV peptide binding
41	24%	i	-3%	-27%	0.6%
42	6%	i	-5%	5%	4.3%
43	9%	i	-11%	-15%	0.2%
44	3%	i	-7%	24%	0.6%
45	6%	i	0%	-4%	1.3%
46	2%	i	4%	-18%	6.1%
47	-14%	i	-9%	-54%	2.4%

Compounds listed so far with bromine (three):
item	Molecule	HEK293 NOD2/NF-kB	KOR beta-arrestin-2	KOR beta-arrestin-1	Myeloid diff MLP GFP+ MAC1+ %	GPR55 beta-arrestin
6	COc1ccccc1/C=N/NC(=O)c1ccc(NC(=O)c2ccccc2Br)cc1	-6%	-32%	-1.1%	0.4	0.4%
14	O=C(Nc1nnc(S(=O)(=O)N2CCOCC2)s1)c1ccccc1Br	12%	-22%[20 µM]	-0.4%	2.7	-0.1%
38	O=C(c1cccc(F)c1)N1CCN(C(=O)c2cc3ncc(Br)cn3n2)CC1	18%	-12%	-8.6%	8.5	-0.1%

item	GPR55 antagonists	Myeloid diff MLP	GPR35 antagonists	NOD1 inhibition	HIV peptide binding
6	-2%	i	1%	-27%	0.6%
14	-6%	i	10%	-28%	4.9%
38	6%	i	-6%	-2%	-1.8%

Screening results as filed in PubChem.

This is a subset; rates above refer to the full screens.
